Screening data: PubChem, several laboratories
APP 5'UTR act: APP 5'UTR luciferase reporter activation. SH-SY5Y APP 5'UTR luciferase reporter, luminescence; zero percent = DMSO vehicle wells. activation, % at 2 µM. 190,000 compounds, 1% hits. AID 1276;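 active = activation above a set limit, based on mean plus 3 SD of controls, cut at about 140% in these data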; also: values of inactives mirror those of a sister screen read the other way
Redox H2O2 prof: compounds producing H2O2 with reducing agent – biochemical, NIH compound library profiling, artefact control for MLSCN library redox annotation, primary screen. DTT-dependent redox cycling H2O2, phenol red/HRP absorbance; 100% = 100 µM peroxide control, 0% = buffer. activation, % at 10 µM. 200,000 compounds, 0.03% hits. AID 878;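 active = activation of at least 50% relative to the plate's high and low controls in the primary single-dose screen; inactive = activation below 50%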;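 also: compound incubated with DTT at 0.8 mM final as the reducing agent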
STAT1 inh: reduces IFN-gamma driven STAT1 reporter signal; 200,000 compounds, 0.35% hits; inhibition, % at 5.5 µM; NIH 3T3 STAT1-luciferase reporter, luminescence;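 active = inhibition above a set limit, the mean inhibition across all tested compounds plus 3 SD, cut at about 34% in these data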;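 also: 0% = IFN-gamma with DMSO and 100% = IFN-gamma with 300 µM nifuroxazide; values of inactives mirror those of a sister screen read the other way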
STAT1 act: increases IFN-gamma driven STAT1 reporter signal; 200,000 compounds, 2.6% hits; NIH 3T3 STAT1-luciferase reporter, luminescence; 100% = IFN-gamma alone, no compound; activation (% of control), % at 5.5 µM;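 active = activation above the screen-wide mean activation plus 3 SD, cut at about 130% in these data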;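 also: raw ratio to IFN-gamma control signal so 100% means no change and 0% no light; values of inactives mirror those of a sister screen read the other way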
STAT3 activator: activators of IL-6 induced STAT3 signaling | U3A cells, IL-6 STAT3-luciferase reporter, luminescence; 100% = signal with IL-6 EC80 alone | activation (% of control), % at 5.6 µM | 190,000 compounds, 0.91% hits;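 active = activation above the screen-wide mean of compound activation plus 3 SD, cut at about 130% in these data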;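 also: 0% = background luminescence of wells with medium and substrate only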
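Assay system – human STAT1-deficient U3A cells with stable STAT3-luciferase reporter · Also added – IL-6 (33 ng/mL) · Schedule – compound 1 h, then IL-6 6 h at 37 °C · Technique – reporter luminescence signal · Evaluation – % activation versus median of IL-6-stimulated wells · Benchmarks – IL-6-only wells as 100% reference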
NF-kB neuron act: compounds increasing NF-kB expression in human neuronal cells. NF-kB reporter expression; active compounds read high. fold change at 12.5 µM. 190,000 compounds, 1.6% hits. AID 1239; in the data active = fold change above about 3.3
TLR4-MyD88 BLA: TLR4-MyD88 interaction inhibition in cells; 200,000 compounds, 0.18% hits; AID 861; inhibition, % at 8.4 µM; O00206+Q99836; HeLa CL3-4 TLR4/MyD88 BLA complementation, FRET ratio; in the data active = inhibition above about 25%;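 also: 0% = vehicle and 100% = reference inhibitor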
Target sequence (O00206 whole entry, looked up): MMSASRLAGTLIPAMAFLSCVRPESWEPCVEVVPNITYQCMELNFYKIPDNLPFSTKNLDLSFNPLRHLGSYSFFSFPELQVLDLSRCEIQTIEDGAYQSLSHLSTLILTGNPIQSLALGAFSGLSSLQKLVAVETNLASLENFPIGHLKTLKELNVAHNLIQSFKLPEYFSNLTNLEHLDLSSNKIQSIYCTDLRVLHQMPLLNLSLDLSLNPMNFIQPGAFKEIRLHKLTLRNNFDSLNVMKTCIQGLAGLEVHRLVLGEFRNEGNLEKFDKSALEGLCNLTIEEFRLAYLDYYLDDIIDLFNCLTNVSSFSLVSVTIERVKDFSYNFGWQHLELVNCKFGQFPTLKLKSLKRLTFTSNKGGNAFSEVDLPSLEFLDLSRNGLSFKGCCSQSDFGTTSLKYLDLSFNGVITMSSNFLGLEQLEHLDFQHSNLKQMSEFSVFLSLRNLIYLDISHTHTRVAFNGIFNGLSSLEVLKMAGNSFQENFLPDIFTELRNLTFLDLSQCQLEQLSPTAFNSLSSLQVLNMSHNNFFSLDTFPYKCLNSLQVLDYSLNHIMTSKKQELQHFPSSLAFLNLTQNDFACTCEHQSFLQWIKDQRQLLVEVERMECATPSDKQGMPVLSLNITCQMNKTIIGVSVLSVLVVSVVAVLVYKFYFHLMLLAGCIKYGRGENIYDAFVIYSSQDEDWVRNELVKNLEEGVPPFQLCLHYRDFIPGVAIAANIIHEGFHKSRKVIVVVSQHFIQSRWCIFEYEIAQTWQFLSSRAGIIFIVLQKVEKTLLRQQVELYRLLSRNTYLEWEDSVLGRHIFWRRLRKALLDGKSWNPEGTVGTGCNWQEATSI
Target sequence (Q99836 whole entry, looked up): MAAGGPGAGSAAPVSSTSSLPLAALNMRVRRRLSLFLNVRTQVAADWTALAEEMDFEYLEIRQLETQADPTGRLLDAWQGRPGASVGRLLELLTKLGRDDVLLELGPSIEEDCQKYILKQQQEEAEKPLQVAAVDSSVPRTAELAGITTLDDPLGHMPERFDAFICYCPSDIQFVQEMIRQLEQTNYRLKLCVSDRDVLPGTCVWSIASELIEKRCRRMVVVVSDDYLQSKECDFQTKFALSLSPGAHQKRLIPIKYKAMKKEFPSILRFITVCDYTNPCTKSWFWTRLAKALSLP
HMGR II inh: inhibitors of class II HMG-CoA reductase from Enterococcus faecalis; purified E. faecalis HMGR, NADPH absorbance 340 nm kinetic; inhibition, % at 10 µM; 190,000 compounds, 0.41% hits; AID 1066;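 active = inhibition above a set limit, the median over all tested compounds plus 3 SD, cut at about 9.5% in these data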;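 also: enzyme runs in reverse so mevalonate oxidation gives rising NADPH absorbance; 0% = complete reaction with DMSO and 100% = background rate lacking mevalonate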
STAT3 blocker: reduces IL-6 driven STAT3 reporter signal; U3A cells, IL-6 STAT3-luciferase reporter, luminescence; host cell line lacks STAT1; inhibition, % at 5.5 µM; 190,000 compounds, 0.89% hits;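 active = inhibition above the mean inhibition across all screened compounds plus 3 SD, cut at about 44% in these data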;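 also: 0% = DMSO only wells and 100% = 100 µM nifuroxazide control wells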
Hsp70 activator: switches on Hsp70 transcription. HeLa Hsp70 promoter luciferase reporter, luminescence; scaled: vehicle 0, proteasome-inhibitor control 100%. activation, % at 10 µM. 200,000 compounds, 0.04% hits;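 active = activation above the mean across all tested compounds plus 3 SD, cutoff set per campaign, cut at about 5.5% in these data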;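 also: 100% = MG132 at 30 µM as the positive control and 0% = DMSO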
* hit, by the source's call; · = not tested or not shown.

SMILES	APP 5'UTR act	Redox H2O2 prof	STAT1 inh	STAT1 act	STAT3 activator	NF-kB neuron act	TLR4-MyD88 BLA	HMGR II inh	STAT3 blocker	Hsp70 activator
Cc1cc(N2CCN(C(=O)c3ccco3)CC2)n2nc(-c3cccc(Cl)c3)cc2n1	-14.2	0.3	-6.1	104.5	97.5	0.81	-9.5	-1.5	9.2	-0.2
COc1ccc(C(=O)OCC(=O)NCC2CCCCC2)cc1S(=O)(=O)N1CCCc2ccccc21	-8.0	0.9	4.1	96.2	106.3	0.88	3.8	-3.7	-3.8	-0.3
COc1ccc(OC)c(C2C(C(=O)c3ccccc3)=C(C)Nc3nc4ccccc4n32)c1 (configuration not stated)	-6.0	0.7	-11.1	110.1	99.9	1.15	-4.0	4.0	0.0	-0.1
COc1ccc(NC(=O)C23CC4CC(C2)CC(n2cnc(Br)n2)(C4)C3)c(C)c1	-9.3	-12.5	3.5	96.9	101.5	1.04	4.3	-3.9	-0.5	0.0
O=C(O)CCCSCC(=O)Nc1ccccc1	7.9	0.1	4.1	96.2	103.8	1.1	-12.6	1.1	2.6	-0.1
O=C(CSc1ccc(Cl)cc1)Nc1ccccc1Oc1ccccc1	6.6	0.1	0.5	99.6	94.2	0.87	-3.7	-5.3	2.0	-0.4
O=C(Nc1cccc(C(F)(F)F)c1)C12CC3CC(CC(C3)C1)C2	-5.5	-0.3	-1.2	104.5	94.7	1.19	-4.9	1.2	8.5	-0.1
NC(=O)c1cccc2c3c([nH]c12)CCCC3	13.8	-3.6	-6.8	106.2	96.8	1.04	-13.4	1.0	4.4	0.8
Fc1ccccc1OCCCN1CCOCC1	-7.2	-0.7	-2.6	102.4	103.3	1.26	1.0	-2.9	1.8	0.6
CCOc1ccc2nc(SCC#N)c(C#N)cc2c1	18.7	2.4	-71.1	165.0*	82.0	1.72	16.3	0.3	24.6	-0.1
O=C(N/N=C/c1cc(Br)c(Br)o1)C(O)c1ccccc1 (configuration not stated)	4.8	0.0	2.7	97.6	100.8	1.15	-1.1	-5.5	1.8	-0.1
CCOC(=O)c1oc2ccccc2c1CN1CCN(C(=O)c2ccccc2)CC1	18.5	-1.2	-8.0	108.4	107.2	0.94	-4.9	-0.6	-8.7	-0.3
Cc1cc2c(cc1C)N(C(=O)CN1C(=O)c3ccccc3C1=O)C(C)(C)c1ssc(=S)c1-2	11.5	-3.7	2.8	97.5	105.5	0.27	10.2	-4.9	-5.6	-0.3
CCOc1ccc(-n2c(C)nc3cc(C(=O)NCc4ccc5c(c4)OCO5)ccc32)cc1	-6.7	-0.3	1.5	98.7	94.8	1.29	0.3	-5.1	9.8	-0.3
CCOC(=O)c1nccnc1C(=O)Nc1ccc(C(F)(F)F)cc1	-3.8	0.0	-6.5	103.2	91.8	1.1	5.3	-4.5	14.4	-0.2
CCNC(=O)CCSc1nnc(-c2ccncc2)o1	11.5	-0.7	2.7	97.1	97.0	1.13	6.1	-0.1	8.9	-0.2
O=C(COC(=O)CC(c1ccccc1)c1ccccc1)Nc1c(F)cccc1F	2.4	0.1	-3.1	102.8	105.7	1.17	-2.8	-2.7	-4.2	-0.3
O=C(Nc1ccc2c(c1)OCCO2)c1c(F)c(F)c(F)c(F)c1F	·	0.7	-2.5	99.1	103.6	1.03	9.3	-0.3	-1.2	-0.3
Cn1c(=O)c2[nH]c(N3CCN(c4ccccc4)CC3)nc2n(C)c1=O	-7.1	-1.8	1.6	98.9	79.0	·	8.5	-2.3	29.3	0.1
CCOC(=O)C1=C(C)Nc2ccccc2N=C1NC(=O)c1ccc(Cl)c(S(=O)(=O)N2CCCC2)c1	17.0	-0.2	0.9	96.5	104.7	0.37	4.8	0.0	-0.7	-0.1
CCC1(C)OC(=O)NN(c2ccc(C)cc2)C1(C)O (configuration not stated)	-11.0	0.0	10.0	91.1	91.2	1.29	-11.4	-5.5	12.9	-0.1
COc1ccc2cc(/C=N/NC(=O)CN(c3ccccc3)S(=O)(=O)c3ccccc3)c(Cl)nc2c1	-0.6	0.3	14.1	87.5	108.0	1.21	5.0	-4.8	-4.2	-0.2
O=C(Nc1cccc(S(=O)(=O)Nc2ccccc2Cl)c1)c1ccc(Cl)nc1	-12.7	-0.8	24.3	77.9	66.3	1.21	-0.8	-5.2	43.8*	-0.3
O=C(NCCN1CCCCC1)Nc1ccccc1	-12.1	-0.2	1.2	103.4	97.9	1.13	-10.3	-0.8	3.6	-0.2
C[N+](C)(C)CC/C=C1/c2ccccc2CSc2ccccc21	6.2	-3.0	-1.4	101.3	95.3	0.95	11.4	-3.5	8.3	-0.8
C=CCN(CC=C)C(=O)C(=O)c1ccn(-c2c(C)csc2C(=O)OC)c1	15.9	0.5	8.7	90.3	107.0	0.77	-6.7	-1.9	-2.0	0.0
Cc1cccc(C)c1NC(=O)CS(=O)CC(=O)NC1CCN(Cc2ccccc2)CC1 (configuration not stated)	19.7	0.5	-0.4	100.3	96.3	1	3.1	-8.1	5.0	-0.1
CCn1c(CNc2cccc(Cl)c2)nnc1SCC(=O)OC1CCCCC1	16.7	-0.3	4.4	96.0	98.9	1.02	3.8	-3.4	11.1	0.1
COc1cc(/C=C2\N=C(c3c(-c4ccccc4)noc3C)OC2=O)ccc1OC(C)=O	6.5	-0.7	0.8	99.2	100.2	1.19	-8.5	-1.0	5.5	-0.2
CCOC(=O)c1sc(N(Cc2ccccc2)C(=O)CN2C(=O)CN(C)C2=O)nc1C	-1.1	-0.6	-5.6	105.1	106.0	1.11	-6.6	-5.1	-4.5	-0.1
N#C/C(=C(\O)c1ccco1)c1ccccn1	4.3	-0.2	-17.7	116.1	94.1	1.43	-3.1	-3.5	12.1	0.2
COc1ccc(OC)c(NC(=O)c2cn(C)c(=O)c3cc(OC)c(OC)cc23)c1	-4.7	0.7	14.5	86.7	98.7	0.74	-6.8	-6.0	5.4	-0.3
CN1c2ccccc2-c2nc3ccccc3n2C1c1ccncc1 (configuration not stated)	4.9	0.4	10.2	90.7	100.0	0.83	-12.5	0.4	3.8	-0.1
CCOc1ccc(NC(=O)CN(C)S(=O)(=O)c2cccs2)cc1	5.2	-0.1	-13.0	112.0	111.0	1.27	0.8	-1.9	-11.9	-0.3
Cc1ccc(-c2csc(NC(=O)C3CC=CCC3C(=O)O)c2C(=O)OC(C)C)cc1 (configuration not stated)	10.4	-0.1	-2.5	102.3	94.6	1.1	0.9	-2.2	6.8	0.1
Nc1[nH]c(=S)nc2nc(-c3ccccc3)c(-c3ccccc3)nc12	2.8	0.7	-6.2	104.3	104.5	1.13	7.0	0.1	-0.5	-0.1
CCOC(=O)c1nnc(-c2ccccc2)nc1N1CC(C)OC(C)C1 (configuration not stated)	-9.8	-1.9	1.9	97.6	98.9	0.99	1.6	-2.2	3.7	-0.2
CC(=O)N1CCc2cc(S(=O)(=O)NCCC(=O)N3CCc4ccccc4C3)ccc21	7.5	0.6	7.8	92.9	95.6	0.85	-5.0	1.1	7.0	0.0
Cc1[nH]n(-c2cccc(Cl)c2)c(=O)c1-c1ccccc1	-12.4	-0.3	-1.1	99.3	115.1	1.03	-5.3	-4.3	-16.8	-0.1
COc1ccccc1C(=O)NCc1ccc(-c2nc3ccccc3s2)cc1	33.8	0.7	9.4	91.4	56.5	0.6	5.7	-6.0	50.8*	-0.3
CSc1ccc(C(=S)N2CCN(Cc3ccccc3)CC2)cc1	18.2	0.9	4.3	96.0	100.3	1.09	2.2	0.8	1.2	-0.1
COc1ccc(OCCCn2cc(/C=C3/C(=N)N4C=C(C)SC4=NC3=O)c3ccccc32)cc1	-16.0	0.1	6.4	94.3	103.4	1	-13.7	0.1	-6.5	-0.4
CCn1c(CNC(=O)c2ccco2)nnc1SCC(=O)c1ccc(OC)cc1	-4.8	-0.3	-0.3	98.5	99.5	1.28	-9.7	-2.0	2.9	0.0
COc1ccc(-c2nc3ccccc3c(=O)n2CCOc2ccccc2C)cc1	-2.6	0.8	8.6	92.5	104.6	1.23	-0.1	-1.3	-5.4	-0.1
COc1ccccc1-c1c(C)nn2c(NCCN3CCCC3)cc(C)nc12	12.3	-0.5	-11.6	110.5	99.9	0.93	10.4	-11.5	4.9	-0.1
c1cn(C23CC4CC(CC(C4)C2)C3)cn1	3.1	1.1	2.0	98.2	95.7	1.2	-11.0	-12.1	9.9	-0.5
Cc1ccc(C(=O)CC(=O)COc2ccc(Cl)cc2C)cc1	-1.1	0.2	-5.8	105.2	101.6	0.85	5.6	-2.1	-3.0	-0.3
O=C(Nc1ccccc1)NC1CCN(Cc2ccccc2)CC1	-0.1	-0.5	1.4	98.9	95.4	1.39	-6.8	-1.2	14.0	-0.3
CN(C)C(CNC(=O)c1oc2ccccc2c1CSc1ncn[nH]1)c1ccco1 (configuration not stated)	2.2	0.6	-3.2	100.8	108.1	0.7	-17.8	-2.9	-3.2	0.2
COCCNC(=O)c1c(CSc2ccc(F)cc2)noc1C(=O)NCc1ccccc1	11.0	-5.6	10.7	90.4	97.5	0.94	0.4	0.7	9.7	-0.4
CCOC(=O)N1CCN(c2cc(=O)n(C3CCCCC3)c(=O)[nH]2)CC1	-2.6	-0.4	0.4	99.7	94.2	0.75	-4.6	-1.6	10.5	-0.1
O=C(Nc1nn(Cc2ccccc2F)cc1Br)c1cccs1	5.8	-0.6	6.5	94.0	96.6	1.12	-3.2	-3.9	5.2	-0.4
CN(C)c1ccc(C(CC(=O)O)C(=O)O)cc1 (configuration not stated)	-15.3	0.0	1.2	97.6	94.4	0.97	-15.9	2.4	11.8	-0.3
COc1cccc(NC(=S)NCCCN2CCOCC2)c1	-3.3	0.0	4.0	96.4	97.0	1.05	6.4	-2.1	7.0	0.2
Cc1nn(-c2ccccc2)c2c1C(c1ccncc1)C(C#N)=C(N)O2 (configuration not stated)	4.8	0.8	12.1	88.9	103.2	1.07	-1.0	-6.5	-0.7	-0.3
CCCc1n[nH]c2c1C(=O)C(C(=O)OC)C(C)(C)C2 (configuration not stated)	60.0	0.1	-9.2	107.5	109.6	0.97	-10.7	-5.2	-4.6	-0.1
CCCn1c(=O)n(N)c2ccccc21	19.7	-0.5	2.6	97.7	87.2	1.24	11.5	-5.9	18.4	-0.2
CCC(=O)Nc1cccc(NC(=O)COc2ccc(OC)cc2)c1	4.9	1.1	0.9	99.1	102.8	1.25	7.5	-2.9	1.0	-0.3
CCc1nc2ccccc2c(C(=O)NCc2ccccc2)c1C	4.8	1.2	10.6	88.6	103.8	1.48	2.4	-2.7	-2.1	0.0
Cc1ccccc1NC(=O)Cn1c(C)nc2ccc(NC(=O)C3CC3)cc2c1=O	9.3	0.6	-3.4	103.1	102.7	0.69	-6.0	0.5	1.9	0.2
CC1CCCC(C)N1Cc1cn2ccccc2n1 (configuration not stated)	-13.3	-0.5	-2.8	102.6	106.1	1.23	-7.6	-1.0	0.5	-0.2
